# IDH1 R132H inh – inhibitors of human mutant IDH1 R132H. O75874. AID 602179. IDH1-R132H enzyme, NADPH consumption, diaphorase/resazurin fluorescence. 390,000 tested, 0.093% active. Potency, µM (series often up to 76.6 µM), for inactives: at the top dose activity change, negative = inhibition, most hits filed as inhibitors; also: % is scaled to controls: 0 for no effect and ±100 for the full control effect; nearly all actives have a fitted effect of over 65% in size
#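 IDH1-R132H (0.5 ug/mL dispensed) in pH 7.5 Tris buffer was preincubated 30 min with compound, then given a substrate mix of 0.016 mM NADPH and 2 mM alpha-KG for 80 min at room temperature; remaining NADPH was read by diaphorase/resazurin fluorescence.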
# RXFP1 ag – agonists of human relaxin receptor RXFP1; Potency, µM (highest dose often 57.5 µM), without a hit: top-dose activation, most hits filed as activators; Q9HBX9; HEK293T-RXFP1 cAMP TR-FRET, 30 min; response scale: percent of porcine relaxin response, buffer zero; 370,000 tested, 0.3% active; also: % is scaled to controls: 0 for no effect and ±100 for the full control effect; nearly all actives have a fitted effect of over 60% in size; many of its hits are not listed in these tables
#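 Agonist response is measured as cAMP accumulation in an RXFP1-transfected HEK293T line under PDE4 inhibition. Values are scaled between buffer-only and 29 nM porcine relaxin, and EC50s come from standard Hill equation fits.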
# TrxR1 substrate – rat thioredoxin reductase 1 substrate activity | Potency, µM (highest dose often 114 µM), inactives show top-dose activity change, negative = substrate turnover | O89049 | 390,000 tested, 0.01% active | purified TrxR1 substrate turnover, NADPH consumption readout; also: % is scaled to controls: 0 for no effect and ±100 for the full control effect; nearly all actives have a fitted effect of over 50% in size
#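 Rat TrxR1, dispensed at 90 nM, was prereduced with 400 uM NADPH (final) for 5 min at ~22 deg C, then incubated with compound 15 min before 400 uM selenite. A first-read NADPH fluorescence drop versus no-compound background flagged substrates.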
# Vif-A3G inh – blocks the Vif interaction with human APOBEC3G. Q9HC16. HeLa A3G-eYFP + Vif (tagged APOBEC3G with the HIV-1 protein that degrades it), YFP fluorescence, overnight. Potency, µM (highest dose often 46.1 µM), without a hit: top-dose activity, negative = active, hits mostly inhibitors. 410,000 tested, 0.076% active;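 also: % is scaled to controls: 0 for no effect and ±100 for the full control effect; nearly all actives have a fitted effect of over 60% in size; hits raise eYFP signal because A3G escapes Vif-driven loss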
#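 HeLa cells stably expressing Vif and C-terminally eYFP-tagged A3G, seeded overnight at 37 deg C, then exposed to compound by pintool overnight at 37 deg C. Rise in yellow fluorescence (Ex 488/Em 500-530, Acumen) marks blocked Vif-driven A3G degradation.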
# RGS4 inhibitor – human RGS4 inhibition. P49798. Transcreener GDP fluorescence polarization, RGS4-accelerated GTP hydrolysis. Potency, µM (highest dose often 114 µM), inactives show at the top dose activity change, negative = inhibition, most hits filed as inhibitors. 390,000 tested, 0.039% active; also: % is scaled to controls: 0 for no effect and ±100 for the full control effect; nearly all actives have a fitted effect of over 75% in size; some results filed as inactive show a strong effect at the top dose
# Target sequence (P49798 whole entry, looked up): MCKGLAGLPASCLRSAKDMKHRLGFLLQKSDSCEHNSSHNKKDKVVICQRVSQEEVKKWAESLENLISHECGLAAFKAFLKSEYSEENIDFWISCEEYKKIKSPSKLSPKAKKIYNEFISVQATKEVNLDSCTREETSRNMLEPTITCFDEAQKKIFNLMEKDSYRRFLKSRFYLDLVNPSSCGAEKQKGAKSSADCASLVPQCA
#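 MLSMR compounds (23 nl, pin-transferred) preincubated 10 min at room temperature with a 500nM (2x) first reagent, then RGS4 at 900nM (2x) plus Transcreener GDP mix added; fluorescence polarization (620/688 nm) read before and after 90 min at 30 °C.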
# Vif-APOBEC3F blk – blocks the Vif interaction with APOBEC3F; HeLa A3F-eYFP + Vif (tagged APOBEC3F with the HIV-1 protein that degrades it), YFP fluorescence increase; 390,000 tested, 0.2% active; Potency, µM (doses to about 46.1 µM), inactives show at the highest dose activity, negative = active; also: % of control where 0% means no effect; nearly all actives have a fitted effect of over 65% in size
#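 HeLa cells stably expressing A3F-eYFP plus Vif, plated and incubated overnight at 37 deg C, then exposed to compounds overnight at 37 deg C. Blocked degradation read as raised yellow fluorescence (Ex 488/Em 500-530).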
# ALOX12 inh – inhibitors of human 12S-lipoxygenase ALOX12; 580,000 tested, 1.1% active; purified 12hLO, xylenol orange hydroperoxide absorbance; P18054; Potency, µM (highest dose often 108 µM), without a hit: top-dose activity change, negative = inhibition, actives largely listed as inhibitors; also: % is scaled to controls: 0 for no effect and ±100 for the full control effect
#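 Purified human 12hLO (150 nM final) in 25 mM Hepes, 0.01% Triton X-100, pH 7.0 was preincubated 15 min at room temperature with compound. Then 40 uM arachidonic acid was added, 30 min. Hydroperoxide was read by Fe-XO absorbance ratio 573/405 nm.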
# USP1 inh – USP1/UAF1 (human) deubiquitinase inhibition | O94782 | recombinant USP1/UAF1, Ub-Rhodamine cleavage fluorescence | Potency, µM (titrated, usually from 57.1 µM), for the others: at the top dose activity change, negative = inhibition, most hits filed as inhibitors | 390,000 tested, 0.23% active; also: % is scaled to controls: 0 for no effect and ±100 for the full control effect; nearly all actives have a fitted effect of over 60% in size; inactives centre near -12
# Target sequence (O94782 whole entry, looked up): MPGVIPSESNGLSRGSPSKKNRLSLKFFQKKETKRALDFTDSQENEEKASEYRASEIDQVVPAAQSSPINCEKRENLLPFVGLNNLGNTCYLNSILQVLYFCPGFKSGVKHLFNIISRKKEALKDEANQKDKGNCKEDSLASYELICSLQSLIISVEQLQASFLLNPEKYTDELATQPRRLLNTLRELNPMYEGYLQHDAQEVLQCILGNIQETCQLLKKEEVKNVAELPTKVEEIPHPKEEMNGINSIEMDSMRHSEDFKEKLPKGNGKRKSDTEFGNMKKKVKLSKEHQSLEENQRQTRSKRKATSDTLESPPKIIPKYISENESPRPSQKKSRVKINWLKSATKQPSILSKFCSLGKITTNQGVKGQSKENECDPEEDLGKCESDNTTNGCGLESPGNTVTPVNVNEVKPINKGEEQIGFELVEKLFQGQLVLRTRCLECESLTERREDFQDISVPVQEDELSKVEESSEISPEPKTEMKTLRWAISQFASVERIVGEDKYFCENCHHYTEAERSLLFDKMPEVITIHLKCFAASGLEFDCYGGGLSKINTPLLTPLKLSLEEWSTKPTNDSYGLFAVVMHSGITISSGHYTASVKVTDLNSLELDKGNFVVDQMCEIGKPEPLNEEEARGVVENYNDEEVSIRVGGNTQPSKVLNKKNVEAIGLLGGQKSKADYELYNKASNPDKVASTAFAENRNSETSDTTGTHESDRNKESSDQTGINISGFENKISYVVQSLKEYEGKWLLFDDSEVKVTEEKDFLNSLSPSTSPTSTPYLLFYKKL
#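 In this screen, compounds sit with the deubiquitinase complex (1nM) for 15 min at room temperature before Ub-Rho is added at 150nM final. Fluorescence rise is then followed for 6 reads every 60 seconds.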
# rTrxR1 inhibitor – rat TrxR1 inhibition | recombinant rTrxR1, NADPH fluorescence consumption, selenite substrate | Potency, µM (titrated, usually from 114 µM), for the others: at the highest dose activity change, negative = inhibition, usual class: inhibitors | 390,000 tested, 1% active; also: % is scaled to controls: 0 for no effect and ±100 for the full control effect; nearly all actives have a fitted effect of over 65% in size
#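 Rat TrxR1 (90 nM in the dispensed reagent) was pre-reduced with 400 uM NADPH for 5 min at room temperature, then incubated with compound for 15 min. After 400 uM selenite was added, NADPH fluorescence (Ex 340/Em 450 nm) was followed for 8 min.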
# * hit, by the source's call; ? = inconclusive; / = no result given; [ ] = dose if it differs, or a comment. Calls follow the shape of the dose curve; as a rule, active = well fitted curve in the direction sought with a large enough effect; inconclusive = small, poorly fitted or top-dose-only effect, or another doubt; inactive = no such curve, though single readings can be large; an effect the other way counts as inactive or inconclusive. Potency is read from the fitted curve at half-maximal effect. This is a subset; rates above refer to the full screens.
SMILES,IDH1 R132H inh,RXFP1 ag,TrxR1 substrate,Vif-A3G inh,RGS4 inhibitor,Vif-APOBEC3F blk,ALOX12 inh,USP1 inh,rTrxR1 inhibitor
CC1=C(C(N)=O)C(c2cccc(C)c2)n2nc(-c3cccc(C)c3)nc2N1 (stereo not given),-2.2%,3.4%,-0.8%,-6.6%,9.0%,4.6%,-23.3%,4.4%,13.6%
COc1ccc(CNC(=O)CN2CCN(S(=O)(=O)c3cc(Br)ccc3Br)CC2)cc1OC,-1.1%,0.2%,-3.2%,-0.5%,-4.1%,11.5%,-5.0%,-17.1%,6.7%
Cc1cc(NS(=O)(=O)c2ccc(NC(=O)COc3ccccc3C(C)(C)C)cc2)no1,-7.7%,0.2%,-3.5%,1.0%,-8.4%,?,-18.1%,-12.8%,-15.6%
O=C(CSc1nnc(-c2ccc(F)cc2)c2ccccc12)Nc1ccccc1,0.1%,1.0%,-2.3%,-18.5%,5.1%,5.7%,11.9%,-13.5%,-1.1%
S=C(NCCc1ccccc1)Nc1ccc(Nc2ccccc2)cc1,-0.1%,0.5%,-7.3%,-5.8%,-27.7%,-3.5%,?,-18.4%,8.0%[57.1 µM]
CCC(C)[C@H](NC(=O)NCc1ccc(S(N)(=O)=O)cc1)C(=O)OC (stereo not given in full),0.0%,1.0%,-1.3%,-2.3%,8.1%,1.3%,0.4%,-15.7%,3.3%
COc1cccc(CC(=O)Nc2nc(-c3ccc(OC)c(OC)c3)cs2)c1,-0.9%,0.0%,-1.3%,-11.5%,10.6%,15.5%,8.5%,-3.1%,20.1%
COC(=O)c1ccc2c(c1)NC(=O)C(N(CC(C)C)CC(C)C)S2 (stereo not given),6.3%,1.3%,4.6%,1.7%,5.6%,?,9.1%,-22.5%,11.0%
CCOC(=O)c1cc([N+](=O)[O-])sc1NC(=O)c1ccc(S(=O)(=O)N2CC3(C)CC2CC(C)(C)C3)cc1 (stereo not given),1.1%,-0.1%,-3.6%,-1.7%,-9.1%,-5.7%,3.2%,-21.5%,-0.5%
Cc1ccc(NC2CCCN(C(=O)c3ccccc3N3CCOCC3)C2)cc1C (stereo not given),-11.1%,4.9%,-3.3%,3.6%,-11.9%,0.5%,8.3%,-15.0%,10.5%
CCOC(=O)c1cccc(NC(=O)c2cc3ccccn3n2)c1,0.4%,1.5%,-8.6%[57.1 µM],0.8%,-20.9%,2.9%,-21.9%,?,-4.6%[57.1 µM]
COCCCNC(CC(=O)Nc1cc(C)cc(C)c1)C(=O)O (stereo not given),7.2%,/,5.0%,-5.6%,36.1%[11.4 µM],0.1%,-75.5%,-10.2%,25.3%
O=C(C[C@H]1C[C@H](C(=O)N2CCCCC2)[C@@]2(CCc3ccccc3)c3[nH]c4cc(-c5ccco5)ccc4c3CCN2C1=O)NCc1cccc(C(F)(F)F)c1,0.0%,/,6.2%,-4.1%,-47.2%,8.3%,?,?,4.7%
COc1ccccc1Cn1c(=S)[nH]c2cc(C(=O)NCc3cccnc3)ccc2c1=O,-8.3%,2.4%,-2.6%[57.1 µM],-7.2%,2.3%,-2.7%,0.0%,-7.4%,-5.3%[57.1 µM]
COc1ccc(C(C)(C)C)cc1NC(=O)c1ccc2ncsc2c1,10.0%,1.8%,-7.7%,-9.0%,-32.9%,11.4%,4.8%,?,0.3%
O=C(Cn1ncc(Cl)c(Cl)c1=O)N1CCN(Cc2ccccc2)CC1,-1.9%,-0.9%,2.1%,?,-22.9%,0.8%,1.0%,-11.6%,?
O=C(COC(=O)c1cc(S(=O)(=O)N2CCCCC2)ccc1N1CCOCC1)c1ccccc1Cl,0.2%,/,/,-0.3%,/,-5.9%,-11.5%,-4.6%,/
CCC(=O)N1CCc2cc(S(=O)(=O)NC(C(=O)NCCc3ccc(OC)c(OC)c3)C(C)C)ccc21 (stereo not given),3.1%,-1.7%,-7.3%,-2.8%,18.3%,5.6%,-25.4%,-23.1%,-3.4%
COc1ccc(N2CCN(CC(=O)Nc3ccccc3C(=O)NC(C)c3ccccc3)CC2)cc1 (stereo not given),2.2%,/,/,0.0%,/,-0.5%,-0.3%,-21.4%,/
Cc1cc(NC(=O)CCn2c(=O)sc3ccccc32)no1,2.4%,/,6.8%[57.1 µM],0.3%,-9.5%,0.8%,18.9%,-16.9%,6.0%[57.1 µM]
Cc1noc(C)c1NC(=O)Nc1cccc2c1O[C@H](CN(C)C(=O)NC(C)C)[C@@H](C)CN([C@H](C)CO)C2=O,-11.1%,/,7.0%[57.1 µM],0.7%,7.4%,-0.4%,20.3%,-15.0%,-3.5%[57.1 µM]
CC1=C(C#N)C(Nc2cc(C)ccn2)(C(F)(F)F)C(=O)N1 (stereo not given),-3.7%,0.3%,-0.1%,0.6%,-10.4%,-0.4%,0.5%,-22.3%,0.3%
Cc1cccc(N(CC(=O)NC2CCCCC2)C(=O)CCCC(=O)Nc2ccccn2)c1C,-1.9%,-3.0%,5.5%,-0.2%,4.1%,2.0%,10.2%,-17.0%,19.0%
COc1cc(C(=O)NCC(=O)NC(C)CCc2ccccc2)cc(OC)c1OC (stereo not given),10.7%,3.0%,-5.2%,1.1%,20.6%,-0.9%,1.2%,-16.7%,10.5%
CCCC(=O)Nc1ccccc1OCc1cc(=O)n2cc(C)ccc2n1,13.2%,6.2%,8.9%[57.1 µM],-2.0%,45.3%,-0.7%,-17.8%,?,25.4%[57.1 µM]
# Continuation.
SMILES,IDH1 R132H inh,RXFP1 ag,TrxR1 substrate,Vif-A3G inh,RGS4 inhibitor,Vif-APOBEC3F blk,ALOX12 inh,USP1 inh,rTrxR1 inhibitor
O=C(CCc1nc2ccccc2c(=O)[nH]1)N1CCN(S(=O)(=O)c2cc(Cl)ccc2Cl)CC1,4.7%,/,-0.3%,2.6%,13.8%,-14.2%,-2.4%,-10.8%,15.5%
CC(=O)N1CCCc2cc(S(=O)(=O)N3CCCC3)ccc21,-4.4%,-2.3%,-2.4%,4.9%,7.3%,-3.8%,17.8%,-9.9%,1.5%
NS(=O)(=O)c1ccc(NC(=S)NC2CC2)cc1,0.9%,0.8%,2.5%,0.8%,-18.4%,0.2%,-21.3%,-18.0%,3.3%
C=CCn1c(SCC(=O)Nc2cccc3ccccc23)nc(O)c(CC)c1=O,2.4%,-0.5%,7.5%,-6.2%,-5.7%,-11.5%,0.0%,-7.4%,19.5%
COC(=O)c1sc2cccc(F)c2c1S(=O)(=O)N1CCN(c2ccccc2OC)CC1,-11.8%,27.2%,1.0%[57.1 µM],-18.7%,-44.0%,-0.8%,?,-17.3%,10.9%[57.1 µM]
CCN(CC(=O)NCCc1ccc(S(N)(=O)=O)cc1)Cc1ccccc1,-13.4%,-2.0%,-0.5%,-6.0%,35.2%,-4.9%,-11.9%,-14.7%,17.8%
Cn1c(/C=C/c2ccc(Br)cc2)nc2ccccc2c1=O,4.3%,10.8%,14.1%,0.0%,-41.7%,?,0.0%,-6.5%,4.2%
O=C(OCC1OC(Oc2ccc(O)cc2)C(O)C(O)C1O)c1ccccc1 (stereo not given),-3.1%,1.5%,2.7%,-0.2%,-13.9%,-6.1%,7.4%,-18.9%,7.6%
O=C1c2ccccc2C(=O)N1CCCCc1cn(C[C@H]2CC[C@@H]([C@@H]3CC[C@H](Cn4cc(CCCCN5C(=O)c6ccccc6C5=O)nn4)O3)O2)nn1,4.1%,/,2.0%,-1.9%,-1.2%,-2.3%,-25.1%,-24.8%,12.9%
Oc1ccccc1/C=N/Nc1ccccc1,0.0%,1.3%,-3.4%,-24.2%,-22.0%,1.4%,31.6µM*,-24.8%,17.0%
CCOc1ccc(Oc2nc(NCC(C)C)nc(OC)n2)nn1,15.1%,-0.1%,3.1%,3.0%,-19.7%,0.3%,-2.7%,-8.1%,5.2%
O=C(Nc1ccnn1C1CCN(Cc2ccccc2)CC1)c1ccccc1Cl,-7.8%,-0.5%,-0.7%,-0.2%,47.2%,2.5%,-9.8%,-2.7%,12.6%
Cc1ccc(CNn2cnnc2SCc2ccc(F)cc2)cc1,3.3%,0.0%,7.6%,-3.8%,-8.5%,-3.5%,?,-9.6%,17.2%
O=C(NN=C1CCCCCC1)c1cn(-c2ccccc2)nc1-c1ccccc1,-0.8%,4.8%,-7.8%,-5.5%,6.7%,5.1%,9.7%,-15.0%,0.3%
CCOC(=O)Nc1cccc(Cl)c1C,7.1%,1.5%,5.0%[57.1 µM],-0.3%,25.6%,-7.5%,-14.6%,-10.2%,8.8%[57.1 µM]

# 2 of the compounds above, with two lines to a compound:
# Below each compound – IDH1 R132H inh	RXFP1 ag	TrxR1 substrate	Vif-A3G inh	RGS4 inhibitor	Vif-APOBEC3F blk	ALOX12 inh	USP1 inh	rTrxR1 inhibitor
- COC(=O)c1sc2cccc(F)c2c1S(=O)(=O)N1CCN(c2ccccc2OC)CC1
 : -11.8%	27.2%	1.0%[57.1 µM]	-18.7%	-44.0%	-0.8%	?	-17.3%	10.9%[57.1 µM]
- CCN(CC(=O)NCCc1ccc(S(N)(=O)=O)cc1)Cc1ccccc1
 : -13.4%	-2.0%	-0.5%	-6.0%	35.2%	-4.9%	-11.9%	-14.7%	17.8%
